High-throughput results deposited in PubChem BioAssay by several laboratories.
MEKK3 PB1 HTS – modulators of MEKK3-MEK5 PB1 binding, primary screen, biochemical, wildtype MEKK3, multiplex bead flow cytometry, Alexa488-MEK5; Mitogen-activated protein kinase kinase kinase 3 (Homo sapiens), Q99759; bead-based flow cytometry, Alexa488-MEK5 binding to MEKK3; actives lie on both sides; 0 = blocked by unlabeled MEK5, 100 = vehicle; binding response (% of control), % at 10 µM; 290,000 compounds, 1.4% hits;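 active = binding response more than 3 SD above or below the average of its plate-row segment, actives on both sides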;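 note: Alexa488 bead fluorescence after subtracting the streptavidin-only scavenger bead signal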
Target sequence (Q99759 whole entry, looked up): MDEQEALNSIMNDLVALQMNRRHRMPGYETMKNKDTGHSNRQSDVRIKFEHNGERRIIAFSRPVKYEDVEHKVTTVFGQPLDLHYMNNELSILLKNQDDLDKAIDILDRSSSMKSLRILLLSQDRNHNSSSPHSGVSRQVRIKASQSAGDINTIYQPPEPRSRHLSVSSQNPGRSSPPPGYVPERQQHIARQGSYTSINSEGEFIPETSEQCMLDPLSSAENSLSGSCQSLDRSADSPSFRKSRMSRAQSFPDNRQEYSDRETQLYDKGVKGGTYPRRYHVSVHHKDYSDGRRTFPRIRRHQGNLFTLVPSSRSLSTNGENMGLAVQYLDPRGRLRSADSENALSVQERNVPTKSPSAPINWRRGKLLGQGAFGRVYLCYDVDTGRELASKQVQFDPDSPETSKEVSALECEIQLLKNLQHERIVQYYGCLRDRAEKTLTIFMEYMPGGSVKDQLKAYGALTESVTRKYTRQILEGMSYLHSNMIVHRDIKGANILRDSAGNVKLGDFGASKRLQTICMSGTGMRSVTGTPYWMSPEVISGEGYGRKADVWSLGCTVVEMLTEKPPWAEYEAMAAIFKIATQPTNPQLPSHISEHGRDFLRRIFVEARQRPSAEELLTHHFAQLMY
IDE act – human IDE activators in live cells, primary screen, fluorescence polarization, HEK cells, FAbeta-B substrate; Insulin-degrading enzyme (Homo sapiens), P14735; FAbeta-B cleavage; 0% vehicle, 100% cell-free pure enzyme wells; activation, % at 5.96 µM; 340,000 compounds, 0.073% hits;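 active = activation above the mean of all tested compounds plus 3 SD, set per screening campaign, cut at about 17% in these data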
NALP1 inh – NALP1 inflammasome inhibitors in reconstituted yeast, colorimetric, S. cerevisiae, triplicate retest | S. cerevisiae NALP1/ASC/caspase-1 growth, X-gal OD620, 72 h | inhibition, % at 10 µM | 280,000 compounds, 0.61% hits | AID 2071, 2009; in the data active = inhibition mostly above about 24%, no sharp cut-off; inactive = mostly below about 32%; note: some compounds called inactive have numbers as strong as hits
SUMO HTRF inh – inhibitors of in vitro SUMOylation cascade, primary screen, biochemical, HTRF, uHTS; 290,000 compounds, 0.36% hits; AID 2006, 2009; HTRF SUMOylation assay, SAE1/SAE2 + UBC9; inhibition, % at 35 µM; SUMO-conjugating enzyme UBC9 (Homo sapiens), P63279; in the data active = inhibition above about 50%, passing the limit was not always enough; note: strong numbers were not always called active
Target sequence (P63279 whole entry, looked up): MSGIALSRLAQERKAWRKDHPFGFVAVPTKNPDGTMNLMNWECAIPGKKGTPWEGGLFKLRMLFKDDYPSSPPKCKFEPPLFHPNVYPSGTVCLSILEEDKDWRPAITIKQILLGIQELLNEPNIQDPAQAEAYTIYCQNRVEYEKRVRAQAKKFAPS
MEKK2 WT-MEK5 – modulators of MEK5 binding to wildtype MEKK2, primary screen, biochemical, multiplex bead flow cytometry, Alexa488-MEK5 | binding response (% of control), % at 10 µM | Alexa488-MEK5 binding to MEKK2 WT; actives lie on both sides | 290,000 compounds, 1.1% hits; in the data active = binding response below about 67% or above about 130%
IDE cell inh – human IDE inhibitors in live cells, primary screen, fluorescence polarization, HEK cells, FAbetaB substrate; Insulin-degrading enzyme (Homo sapiens), P14735; FAbetaB cleavage; inhibition, % at 5.59 µM; 320,000 compounds, 0.41% hits; AID 434962, 2010;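 active = percent inhibition above the average of all tested compounds plus 3 SD, set per screening campaign, cut at about 16% in these data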;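 note: IDE supplied by intact live HEK cells; FP after avidin binding of uncleaved biotin substrate so inhibition keeps polarization high; 0% = DMSO wells and 100% = 60 µM reference IDE inhibitor Ii1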
PfM18AAP inh – PfM18AAP inhibitors, malaria aminopeptidase, primary screen, biochemical, QFRET, recombinant enzyme. inhibition, % at 7.35 µM. M18 aspartyl aminopeptidase (Plasmodium falciparum 3D7). 290,000 compounds, 1.2% hits. H-Glu-NHMec fluorogenic cleavage. AID 1822, 2009;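 active = inhibition above the campaign mean inhibition over all tested compounds plus 3 SD, cut at about 28% in these data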;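 note: 0% = plate median of test compound wells and 100% = 2 mM ZnCl2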
MEKK2mut PB1 HTS – MEK5 binding signal on mutant MEKK2 PB1, primary screen, biochemical, multiplex bead flow cytometry, Alexa488-MEK5. percent response, % at 10 µM. 290,000 compounds, 0.35% hits. Alexa488-MEK5 binding to MEKK2 mutant; in the data active = percent response above about 24%, passing the limit was not always enough; note: inactives centre near 1; some results filed as inactive read as strong as hits; reference of the scale not given here
pCIP destab – p/CIP-EGFP fusion destabilizers, primary screen, fluorescence, F442A cells. 16 h. decrease of EGFP signal, % at 10 µM. Q05BA5. AID 1984, 2009. 290,000 compounds, 0.01% hits;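 active = EGFP signal decrease of at least 30% at 10 µM or well 3 SD below plate mean, unless failing retest; inactive = the rest, including hits failing retest or dose response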; note: some compounds called inactive have numbers as strong as hits; many of its hits are not listed in these tables
Starred values were filed as active, the others as inactive; x = no result given; [ ] = dose if it differs, or a comment.

Every second line gives: MEKK3 PB1 HTS	IDE act	NALP1 inh	SUMO HTRF inh	MEKK2 WT-MEK5	IDE cell inh	PfM18AAP inh	MEKK2mut PB1 HTS	pCIP destab
1) CC1CCN(C(=O)C2CCN(S(=O)(=O)c3cccc4cccnc34)CC2)CC1
 : 100	-3	11	x	102	10	0	1	-5
2) COc1ccc(N(CC(=O)Nc2ccc(C)cc2C)S(=O)(=O)c2ccccc2[N+](=O)[O-])c(OC)c1
 : 92	x	0	-10	81	-2	3	-9	-2
3) COc1cc(C(=O)N2CCCc3ccccc32)cc(OC)c1OC
 : 102	6	-79	5	105	11	-1	2	3
4) CCc1ccc(CNCc2cccnc2)cc1
 : 108	-6	6	21	109	-1	1	11	-9
5) CCC(=O)OCCNc1cc(SCCC(=O)OC)c2nonc2c1[N+](=O)[O-]
 : 107	2	26	63*	96	-2	-3	0	4
6) COc1cc(/C=C2/C(=O)N(c3ccc(C)c(C)c3)N=C2C)cc([N+](=O)[O-])c1O
 : 111	-2	-7	12	110	0	10	-3	-1
7) COc1ccc(S(=O)(=O)NCc2ccco2)cc1-c1nnc2c3ccccc3c(C)nn12
 : 88	-2	-3	18	94	0	-8	-6	5
8) COCCCNc1ncnc2ccc(C)cc12
 : 105	5	-6	-32	100	0	-4	3	7
9) CCOP(=O)(OCC)c1cccc(P(=O)(c2ccccc2)c2ccccc2)c1O
 : 108	1	15	5	107	-2	-7	2	-2
10) CN(Cc1ccccc1)C(=O)CCC1CCN(C(=O)CC2=CCCCC2)CC1
 : 101	-4	3	-2	103	x	-4	-3	7
11) Cn1cc(Cl)c(C(=O)OCC(=O)Nc2cccc(Cl)c2)n1
 : 104	-2	20	-7	100	x	0	4	4
12) Cc1ccc(S(=O)(=O)NCCOc2nc(N(C)C)nc(N3CCOCC3)n2)cc1
 : 104	0	18	13	108	10	3	4	-3
13) O=C(NCCN1CCOCC1)C(=O)NCC1CCCO1 (stereo unspecified)
 : 127	4	23	-9	102	4	-7	0	-4
14) Cc1ccc(SCCC(=O)Nc2ccccc2C(=O)NC2CCCCC2)cc1
 : 99	6	19	4	100	1	-6	-2	-9
15) COCCNC(=O)CSc1nc2cc(OC)c(OC)cc2c(=O)n1Cc1ccc(OC)cc1
 : 101	2	7	22	90	2	-1	-4	-9
16) Cc1c(NC(=O)C2CCCN2S(=O)(=O)c2ccccc2)c(=O)n(-c2ccccc2)n1C (stereo unspecified)
 : 105	5	-11	3	107	-1	7	5	-12
17) COC(=O)c1c(C)nc(C)c(C(=O)OC)c1-c1ccc(OC)cc1
 : 103	5	-12	13	102	3	-7	-2	-4
18) COc1ccc(Sc2nnc(-c3ccccc3)cc2C#N)cc1
 : 95	2	44	3	98	4	6	-3	-9
19) O=C(O)CSCC(=O)Nc1ccc(Br)c(C(F)(F)F)c1
 : 95	x	12	21	98	9	-12	-3	-3
20) CCC(=O)OC1(C)C(=O)C=C2C=C(C3CC3)OC=C2C1=O (stereo unspecified)
 : 100	-1	x	x	101	5	x	1	x

One compound at a time, as listed above.
Cc1ccc(S(=O)(=O)NCCOc2nc(N(C)C)nc(N3CCOCC3)n2)cc1 is listed as MEKK3 PB1 HTS: 104; IDE act: 0; NALP1 inh: 18; SUMO HTRF inh: 13; MEKK2 WT-MEK5: 108; IDE cell inh: 10; PfM18AAP inh: 3; MEKK2mut PB1 HTS: 4; pCIP destab: -3
CCC(=O)OCCNc1cc(SCCC(=O)OC)c2nonc2c1[N+](=O)[O-] is listed as MEKK3 PB1 HTS: 107; IDE act: 2; NALP1 inh: 26; SUMO HTRF inh: 63*; MEKK2 WT-MEK5: 96; IDE cell inh: -2; PfM18AAP inh: -3; MEKK2mut PB1 HTS: 0; pCIP destab: 4
CN(Cc1ccccc1)C(=O)CCC1CCN(C(=O)CC2=CCCCC2)CC1 is listed as MEKK3 PB1 HTS: 101; IDE act: -4; NALP1 inh: 3; SUMO HTRF inh: -2; MEKK2 WT-MEK5: 103; IDE cell inh: x; PfM18AAP inh: -4; MEKK2mut PB1 HTS: -3; pCIP destab: 7

Later entries
Every second line gives: MEKK3 PB1 HTS	IDE act	NALP1 inh	SUMO HTRF inh	MEKK2 WT-MEK5	IDE cell inh	PfM18AAP inh	MEKK2mut PB1 HTS	pCIP destab
21) CCOc1cccc(/C=C/c2ccc3ccccc3n2)c1OC(C)=O
 : 99	-1	28	0	102	3	1	-1	-1
22) O=C(Cn1c(C(F)(F)F)nc2ccccc21)N=Nc1c(O)[nH]c2ccc(Br)cc12
 : 120	-2	11	7	109	3	-7	-1	14
23) CCOc1ccccc1NC(=O)CSc1ccc(-c2ccco2)nn1
 : 104	2	-2	5	103	4	-34	5	-4
24) CC(=O)NC(C(=O)c1ccccc1)C(=O)c1ccccc1
 : 104	2	31	3	102	7	-6	0	-12
25) Cc1c(Cl)cccc1NC(=O)Nc1ccccc1C(N)=O
 : 80	0	-2	1	82	-1	2	-6	-4
26) Cc1cc(C)cc(N(CC(=O)NC2CCCC2)C(=O)C2(C)CC(=O)N=C3C=CC=CN32)c1 (stereo unspecified)
 : 96	-3	0	0	94	0	-5	-3	10
27) Cc1nc2nc(COc3ccccc3)nn2c(C)c1Cl
 : 98	5	x	-8	98	2	2	0	5
28) COc1ccc(CNC(=O)/C=C/c2ccc(S(=O)(=O)N3CCOCC3)cc2)cc1
 : 102	6	-8	8	96	-5	-1	3	-2
29) CCc1ccc(OC)c(S(=O)(=O)NCCOc2ccccc2)c1
 : 96	4	x	-5	98	-2	-2	-2	-1
30) COc1ccc(Nc2nccc(-c3ccc(C#N)cc3)n2)cc1
 : 98	3	18	13	96	8	3	2	-5
31) CCCCCNS(=O)(=O)c1cc2c3c(c1)CCC(=O)N3CCC2
 : 101	5	14	-9	103	0	2	0	9
32) CNS(=O)(=O)c1cnccc1N1CCN(c2cccc(C)c2)CC1
 : x	5	-5	14	x	7	19	x	-5
33) CCN(CC)C(=O)COc1ccc2c3c(c(=O)oc2c1)CCCC3
 : 99	-5	4	12	95	4	3	2	-18
34) CC1CCCC(C)N1/N=C/c1ccc(Cl)cc1 (stereo unspecified)
 : 108	2	24	1	111	-2	-5	7	3
35) C=CCOc1ccc(C2N3CC4(CC)CN2CC(CC)(C3)C4=O)cc1 (stereo unspecified)
 : 82*[inhibitor]	-3	1	4	84	1	-8	-5	-8
36) CCCCNC(=O)CCn1nc(-c2ccc(Cl)cc2)c2ccccc2c1=O
 : 104	3	-8	4	105	8	7	1	-17
37) O=C(CCC(=O)Nc1ccccc1Cl)N/N=C1\CCCc2ccccc21
 : 102	4	20	15	93	5	1	-1	7
38) CCc1nn(CCCC(=O)N2CCN(c3cccc(C)c3C)CC2)c(=O)c2cc3occc3n12
 : 103	-4	14	2	105	3	-1	7	-14
39) CCCNC(=O)Cn1c(=O)oc2cc(S(=O)(=O)N3CC(C)CC(C)C3)ccc21 (stereo unspecified)
 : 98	-1	1	23	97	0	-9	-2	-12
40) COc1ccc(S(=O)(=O)N2CCC(C(=O)Nc3ccc(F)cc3)CC2)c2cccnc12
 : 92	-2	13	15	95	5	-3	-3	-1

Structural class: the compounds so far containing a cyano group
Every second line gives: MEKK3 PB1 HTS	IDE act	NALP1 inh	SUMO HTRF inh	MEKK2 WT-MEK5	IDE cell inh	PfM18AAP inh	MEKK2mut PB1 HTS	pCIP destab
18) COc1ccc(Sc2nnc(-c3ccccc3)cc2C#N)cc1
 : 95	2	44	3	98	4	6	-3	-9
30) COc1ccc(Nc2nccc(-c3ccc(C#N)cc3)n2)cc1
 : 98	3	18	13	96	8	3	2	-5

Later entries:
nr | molecule | MEKK3 PB1 HTS | IDE act | NALP1 inh | SUMO HTRF inh | MEKK2 WT-MEK5 | IDE cell inh | PfM18AAP inh | MEKK2mut PB1 HTS | pCIP destab
41 | COC(=O)[C@@]1(Cc2ccc(OC)cc2)[C@@H]2C(=CC(=O)[C@H]2CC(=O)C(=O)N(C)C)CN1C(=O)c1ccccc1 | 85 | x | 14 | -18 | 92 | 6 | 2 | -5 | 2
42 | O=C(CN1CCN(c2ccccc2O)CC1)NNC(=O)c1ccc(Cl)cc1 | 98 | -3 | 13 | -12 | 101 | 0 | 3 | -2 | 0
43 | Cc1ccc(OCC(=O)N/N=C\c2ccc(-c3cccc(C(=O)O)c3)o2)c(C)c1 | 77 | 2 | 8 | -1 | 93 | -1 | 8 | -1 | 5
44 | O=C(N/N=C\c1ccc(-c2cccc(Cl)c2)o1)C(=O)NC1CCCC1 | 101 | -3 | 7 | 13 | 99 | 0 | -4 | -2 | -3
45 | CCC(OC(=O)c1nsc(Cl)c1Cl)C(=O)NCCOC (stereo unspecified) | 97 | 3 | 3 | 10 | 94 | -1 | -9 | -6 | 2
46 | COc1ccc(-c2c(C(=O)O)nc3ccccc3c2C(=O)O)cc1 | 103 | -1 | 42 | 10 | 102 | 1 | -1 | 5 | -6
47 | Cc1oc(-c2ccccc2)cc1C(=O)Nc1cccc(/C=C\C(=O)O)c1 | 100 | -5 | 9 | 13 | 99 | 3 | -4 | -2 | -3
48 | COc1cc(OC)cc(C(=O)N[C@H](C(=O)NCc2cccs2)C(C)C)c1 | 96 | 3 | -1 | 12 | 97 | 2 | -14 | 1 | -11
49 | COCCN(C(=O)CNC(=O)c1ccco1)C(C(=O)NC1CCCCC1)c1cccs1 (stereo unspecified) | 88 | -3 | 22 | 16 | 99 | -1 | 2 | 0 | -4
50 | Cc1nn(-c2ccccc2)c(OC(=O)c2cccs2)c1S(=O)(=O)c1ccccc1 | 98 | 4 | 36 | -1 | 88 | -6 | 7 | -10 | -4
51 | O=C(NC1CCS(=O)(=O)C1)c1ccc(-c2ccc(Br)cc2)o1 (stereo unspecified) | x | 1 | 0 | 2 | x | -2 | -15 | x | 13
52 | COc1ccc(C2NC(=O)N(C)C(C)=C2[N+](=O)[O-])cc1 (stereo unspecified) | 103 | 6 | 13 | -6 | 101 | 4 | -2 | 9 | 6
53 | O=C(COc1ncnc2scc(-c3ccccc3)c12)NC1CCCc2ccccc21 (stereo unspecified) | 92 | -2 | 21 | -1 | 94 | 4 | 9 | -2 | -10
54 | O=C(Nc1ccc2nc(-c3cccs3)c(-c3cccs3)nc2c1)NC1CC1 | 68*[inhibitor] | -7 | -11 | 30 | 20*[inhibitor] | -3 | 5 | -18 | -3
55 | CC(CC(=O)O)Nc1ccccc1O (stereo unspecified) | 97 | -7 | -6 | 4 | 92 | -4 | 38* | -6 | -11
56 | COc1ccc(C(=O)OC/C(O)=C(\C#N)c2nc3ccccc3[nH]2)cc1S(=O)(=O)N1CCOCC1 | 95 | -3 | 17 | -6 | 97 | -5 | 9 | -3 | -4
57 | O=C1/C(=C/c2ccco2)SC(=S)N1C1CCS(=O)(=O)C1 (stereo unspecified) | 122 | 0 | 22 | 61* | 115 | -2 | 31* | 0 | -4
58 | CC(=O)N1CCOc2ccc(S(=O)(=O)NC(C)c3ccccc3)cc21 (stereo unspecified) | 100 | 6 | -2 | 14 | 102 | 0 | 0 | 6 | -3

This is a subset. The share of hits here may be higher or lower than overall.
